Abeta rescue = restores growth of yeast expressing A-beta42 peptide; yeast expressing A-beta42, growth rescue, OD600, 48 h; response scale: 0% DMSO, 100% iron-clioquinol control; Potency, µM (series often up to 46.1 µM), inactives show at the highest dose growth rescue, actives largely listed as activators; actives 0.063% (n = 410,000); also: potency is read from the fitted curve at half-maximal effect; nearly all actives have a fitted effect of over 55% in size
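Growth rescue measured by 600 nm absorbance after 48 h yeast culture at 30 C with compound. Values normalized between DMSO and an equimolar ferric chloride plus clioquinol control.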
Nrf2 ARE act = Nrf2 pathway activation; AREc32 ARE-luciferase reporter (MCF7-derived line), luminescence, 24 h; Potency, µM (titrated, usually from 46.1 µM), inactives show at the top dose activation, usual class: activators; actives 0.31% (n = 410,000); AID 624171; also: potency is read from the fitted curve at half-maximal effect; % of control where 0% means no effect; nearly all actives have a fitted effect of over 65% in size
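Nrf2 activation is followed as ARE-luciferase induction in the AREc32 line after one day of compound treatment; luminescence is read with Steady-Glo.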
Nrf2 inh = blocks Nrf2 signaling | Potency, µM (series often up to 46 µM), without a hit: at the top dose activity change, negative = inhibition, hits mostly inhibitors | A549 ARE-Fluc reporter, luciferase luminescence, 18-24 h | actives 2.1% (n = 360,000); also: potency is read from the fitted curve at half-maximal effect; % is scaled to controls: 0 for no effect and ±100 for the full control effect; nearly all actives have a fitted effect of over 60% in size
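Reporter: ARE-Fluc in A549. Exposure: 18-24 h, 37 °C, 5% CO2, 5% FBS OPTI-MEM. Readouts: fluorescent cytotoxicity (CellTiter-Fluor), then luminescent Nrf2 signal after BugLite.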
CCT modulator = modulators of cytosolic chaperonin (CCT/TRiC) activity. activity change, % (test concentration not listed), hits read low. actives 0.3% (n = 360,000). AID 651819. purified chaperonin ATPase assay, HTRF ADP detection, 30 min; in the data active = activity change below about -30%; also: % is scaled to controls: 0 for no effect and ±100 for the full control effect
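ATPase activity: ADP formed was measured by HTRF Transcreener (665/615 nm ratio) after 30 min at 37 deg C with 10 uM ATP. Compounds screened at one 76 uM concentration against 40 or 20 nM TRiC in Tris pH 7.4/KCl/MgCl2/DTT buffer.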
Akt phos inh = inhibitors of Akt phosphorylation | activity change, % for hits at 50 µM | AID 651550 | actives 0.32% (n = 360,000) | Neuro2A IGF-stimulated pAkt S473 HTRF, 20 min; stronger effect = lower value; in the data active = activity change below about -80%; inconclusive = mostly about -51% to -80%; also: % is scaled to controls: 0 for no effect and ±100 for the full control effect
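Neuro2A cells in DMEM with 0.5% FBS, overnight at 37 deg C, given compound at single 50 µM final, then IGF (6 nM final) for 20 min at 37 deg C. Lysed; phospho-Akt Ser473 by HTRF after 24 h, 665/615 ratio.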
A549 viability = A549 cytotoxicity, counter-screen for Nrf2 inhibitors; A549 ARE-Fluc cells, CellTiter-Fluor viability, 18-24 h; AID 504648; Potency, µM (doses to about 46 µM), for the others: at the top dose activity change, negative = cytotoxicity, hits mostly inhibitors; actives 0.16% (n = 390,000); also: potency is read from the fitted curve at half-maximal effect; % is scaled to controls: 0 for no effect and ±100 for the full control effect
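Cytotoxicity counterscreen: CellTiter-Fluor fluorescence was measured in A549 ARE_Fluc cells after 18-24 h of compound exposure in a concentration series. The subsequent BugLite luminescent read reports ARE-luciferase activity.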
TGFb inhibitor = TGF-b pathway inhibition | Potency, µM (top dose mostly 46.1 µM), without a hit: at the top dose activity, negative = inhibition, actives largely listed as inhibitors | HepG2 CAGA-GFP TGF-b/SMAD3 reporter, GFP fluorescence, 18 h; TGF-beta stimulated, 500 pg/mL final | AID 588855 | actives 1.2% (n = 410,000); also: potency is read from the fitted curve at half-maximal effect; % is scaled to controls: 0 for no effect and ±100 for the full control effect; nearly all actives have a fitted effect of over 65% in size
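HEPG2 CAGA-GFP reporter cells (1000/well, DMEM with 1% FBS) received compounds, then recombinant TGF-beta at 500 pg/mL final for 18 hours at 37 degrees C. Per-cell GFP summed per well was normalised to unstimulated and stimulated DMSO controls before curve fitting.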
Mm-Cpn inhibitor = blocks the Methanococcus maripaludis chaperonin Mm-Cpn; purified Mm-Cpn ATPase, ADP Transcreener TR-FRET; Potency, µM (highest dose often 76.9 µM), without a hit: at the top dose activity, negative = inhibition, usual class: inhibitors; actives 0.031% (n = 330,000); also: potency is read from the fitted curve at half-maximal effect; % is scaled to controls: 0 for no effect and ±100 for the full control effect; nearly all actives have a fitted effect of over 80% in size
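ATPase turnover read by TR-FRET ADP competition (Eu cryptate antibody/ADP-d2, 665/590 nm): 10uM ATP final, 25nM Mm-CPN final, 30 min 37degC after 10-min compound preincubation, pH 7.4 Tris/KCl/MgCl2/DTT buffer.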
HepG2 tox = counter-screen for TGF-b inhibitors: cytotoxicity in HepG2 cells | actives 0.76% (n = 410,000) | Potency, µM (top dose mostly 46.1 µM), for inactives: at the top dose activity change, negative = cytotoxicity, actives largely listed as cytotoxic | AID 588856 | HepG2 CAGA-GFP viability, ATP luminescence, 18 h; also: potency is read from the fitted curve at half-maximal effect; some results filed as inactive show a strong effect at the top dose
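HepG2 CAGA-GFP cells (1000/well, DMEM with 1% FBS) received compound, then TGF-beta at 500 pg/mL final, and were incubated 18 hours at 37 degrees C. Viability was read by CellTiter-Glo luminescence. Media-only wells were set as complete cell-killing and DMSO as no toxicity.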
* hit, by the source's call; i = inactive; ? = inconclusive; . = not tested or not shown; & = joins results of further samples; [ ] = remark or other dose. Unless noted, calls follow the shape of the dose curve; as a rule, active = well fitted curve in the direction sought with a large enough effect; inconclusive = small, poorly fitted or top-dose-only effect, or another doubt; inactive = no such curve, though single readings can be large; an effect the other way counts as inactive or inconclusive.

SMILES | Abeta rescue | Nrf2 ARE act | Nrf2 inh | CCT modulator | Akt phos inh | A549 viability | TGFb inhibitor | Mm-Cpn inhibitor | HepG2 tox
O=C(COc1cccc2ccccc12)NNC(=O)C1CCCO1 (stereo not given) | -20.7% | -0.6% | . | 1.6 | i | 10.0% | 1.2% | -0.2% | 2.3%
Cc1c(Cl)cccc1NS(=O)(=O)c1ccc(-c2ccc(=O)[nH]n2)o1 | 7.4% | 2.0% | -22.1% | -0.7 | i | 0.5% | -1.5% | -0.6% | -6.8%
Cc1ccc(S(=O)(=O)CCC(=O)OCc2cc(C)ccc2C)cc1 | 4.8% | -0.6% | 13.1% | -2.4 | i | 1.5% | -6.9% | ? | 2.7%
COc1ccc(OC)c(NC(=O)c2nc(SCc3ccccc3F)ncc2Cl)c1 | -27.7% | 3.1% | 5.4% | . | . | -1.9% | 0.8%&-1.2% | . | -7.9%&-3.7%
CCNc1nc(NCC)nc(SCCOC(=O)Nc2ccc(Cl)cc2Cl)n1 | 5.2% | -0.9% | -29.6% | 0.5 | i | -0.2% | -0.1% | -1.6% | 9.5%
CCOC(=O)c1sc2ncnc(N3CCN(CC)CC3)c2c1C | -3.8% | 1.8% | ? | -1.0 | i | 6.0% | 17.6% | -2.9% | 4.5%
Cc1ccccc1S(=O)Cc1ccc(C(=O)N2CCN(c3cccc(C)c3C)CC2)o1 (stereo not given) | -11.5% | -2.5% | ? | . | . | -13.2% | . | . | -43.2%
O=C(Nc1ccc(Oc2ccccc2)cc1)c1csc([C@H]2C[C@H](O)[C@@H](CO)O2)n1 | -21.8% | 2.2% | . | -3.0 | i | . | -5.7% | . | -5.6%
Cc1ccc(NC(=O)CO/N=C/c2ccc(N(C)C)cc2)cc1 | 4.1% | 2.0% | 9.5% | 0.1 | i | 3.0% | 28.2% | 1.1% | 5.9%
COc1ccc(C)cc1NC(=O)c1c2c(nc3ccccc13)C(=O)N(C1CCCCC1)C2 | -12.6% | -0.1% | ? | . | . | -25.3% | 18.7% | . | -0.1%
CC(C)N1CC(C(=O)Nc2ccc(Cl)c([N+](=O)[O-])c2)CC1=O (stereo not given) | -16.0% | -0.3% | -6.1% | 0.4 | i | -2.0% | 2.8% | -1.6% | 0.9%
Cc1ccc(NC(=O)C2CCCN(c3ncnc4c3nc3n4CCCCC3)C2)cc1Cl (stereo not given) | -20.7% | -0.7% | -13.6% | 1.7 | i | -5.8% | ? | -3.5% | 1.6%
Cn1c(SCc2ccc(F)cc2)nc2ccc(C(=O)NCc3ccc(F)cc3)cc21 | -5.2% | 0.1% | 23.1µM* | . | . | ? | ? | . | -16.6%
COc1ccc(/C=N/N=C2/NC(=O)C(CC(=O)NC(N)=O)S2)cc1 (stereo not given) | -13.4% | -0.6% | 19.1% | -0.5 | i | 0.8% | 6.6% | -2.4% | 4.4%
O=C(CSc1nnc(-c2ccccc2F)o1)Nc1cccc(C(F)(F)F)c1 | -1.0% | 25.1% | 9.6% | . | . | 0.1% | 5.3% | . | -27.6%
COc1cc(C(=O)OC2CC3CCC2(C)C3(C)C)ccc1OC(C)=O (stereo not given) | 9.5% | 4.0% | 20.4% | -0.1 | i | -2.8% | ? | . | -92.8%
CC(C)(C)c1cc(-c2nc(N)nc(N)n2)c(O)c(C(C)(C)C)c1 | -82.7%[inhibitor] | -3.0% | ? | -1.0 | i | ? | ? | 0.8% | -114.9%
COc1ccc(N2CC(C(=O)OCC(=O)Nc3cccc(C)c3C)CC2=O)cc1 (stereo not given) | -9.9% | -0.3% | 10.4% | -2.2 | i | 2.7% | ? | ? | -2.6%
COc1ccc(N(CC(=O)NC2CCCC2)C(=O)Cn2nnc(-c3ccc(C)o3)n2)c(OC)c1 | 3.0% | 0.1% | -2.9% | -2.8 | i | -0.2% | 12.2% | 2.9% | 2.1%
CCCCN(C(=O)C(C)N1C(=O)c2ccccc2C1=O)c1c(N)n(CC(C)C)c(=O)[nH]c1=O (stereo not given) | 0.0% | 2.3% | -9.7% | 0.9 | i | -8.9% | 0.1% | 1.3% | -3.2%
Cc1ccc(Cn2c(SCc3ccc(C(=O)O)cc3)nc3cccnc32)cc1 | 3.4% | 3.3% | 13.4% | . | . | 0.7% | ? | . | 19.6%
CC1(C)CC(N2CN(C3CCCCC3)CC2=O)CC(C)(C)N1 | 3.1% | -0.1% | 0.1% | -0.1 | i | -0.1% | 19.3% | 2.2% | 10.3%
C/C(CC(=O)NCc1ccco1)=N\NC(=O)COc1ccc(Cl)cc1Cl | -1.2% | 0.3% | 2.6% | 1.4 | i | -4.2% | -13.0% | -1.3% | 4.2%
Cc1nc(Nc2ccc(C(=O)O)cc2)sc1-c1ccccc1 | 3.8% | -0.3% | ? | -1.1 | i | -2.3% | 0.4% | -0.1% | 6.2%
N#Cc1ccccc1NC(=O)COC(=O)c1c[nH]c2ccccc12 | 5.1% | 3.6% | 1.2% | -1.8 | i | 4.3% | -0.5% | 1.2% | -49.2%
Cc1ccc(C2C(C=Nc3c(C)n(C)n(-c4ccccc4)c3=O)=C(c3ccccc3)Oc3ccccc32)cc1 (stereo not given) | -7.1% | -0.3% | ? | 0.1 | i | -6.9% | 0.0% | -0.3% | 22.8%
Cc1nc(C(=O)Nc2cc(Cl)ccc2Cl)nn1-c1cc(OC(C)C)c(Cl)cc1Cl | 21.4% | 0.1% | 18.9% | 3.3 | i | 18.5% | 11.9% | -1.1% | 5.6%
CCOC(=O)Nc1ccc2nc(N3CCCCCC3)sc2c1 | 8.4% | -0.5% | ? | -2.7 | i | -5.9% | -3.3% | -2.5% | 10.0%
O=C/C(=C\Nc1ccc(Br)cc1)c1nc2ccccc2o1 | -13.2% | 14.5% | 0.4% | -1.9 | i | -5.9% | -4.9% | -1.8% | 0.0%
Cc1ccc(S(=O)(=O)Oc2ccccc2/C=C2/SC(=O)NC2=O)cc1 | 0.2% | -0.1% | -24.6% | 2.2 | i | -7.2% | -27.4% | 3.6% | 0.1%
O=C(CSc1nc2cc(Cl)ccc2o1)NC1CC1 | -5.8% | 0.6% | -0.1% | -2.2 | i | -3.1% | 17.3% | 1.3% | -8.3%
CCn1cc(Cl)c(C(=O)Nc2nc3ccccc3n2CCN2CCCCC2)n1 | -0.7% | -5.7% | 8.5% | -1.9 | i | -2.8% | 4.3% | -3.6% | -10.4%
CC(NC(=O)C(C)N1CCN(Cc2ccccc2)CC1)c1ccc(F)cc1 (stereo not given) | 0.1% | 0.0% | 4.9% | -1.0 | i | -1.3% | -17.1% | 1.8% | -2.0%
Cc1ccc(S(=O)(=O)NCc2ccccc2)cc1C(=O)N(C)CC(=O)Nc1ccccc1Br | 8.3% | 0.2% | 11.1% | 0.1 | i | -5.0% | 2.1% | . | 1.2%
Cc1ccc(-n2ncc3c(NCc4cccnc4)ncnc32)c(C)c1 | 9.0% | -0.4% | 9.2µM* | -2.9 | i | -13.2% | -26.1% | -0.9% | -17.4%
CCn1c(SCC(=O)NC2CCCCC2)nnc1C(CO)NC(=O)c1ccccc1 (stereo not given) | 10.4% | -0.5% | -2.7% | 0.0 | i | 9.4% | 4.9% | 1.5% | 29.8%
CC(=O)c1c(C(=O)O)c2ccccc2[nH]c1=O | 6.3% | 0.0% | -6.7% | 0.9 | i | 0.0% | -7.1% | -2.5% | 9.4%
O=C(Nc1cccc(S(=O)(=O)N2CCOCC2)c1)c1cc([N+](=O)[O-])ccc1N1CCOCC1 | 13.5% | 0.4% | 14.7% | 0.5 | i | -7.6% | -0.5% | 0.9% | -4.0%
O=C(NCCCN1CCN(c2ccccc2F)CC1)c1sc2ncccc2c1-n1cccc1 | -0.9% | 7.1% | . | . | . | -0.9% | ? | . | -35.6%
O=C(Nc1cc2c(cc1Br)OCCCO2)c1cccnc1 | -13.2% | 3.7% | 24.5% | -0.1 | i | -2.3% | 9.8% | -1.8% | 7.4%
Cc1ccc(-c2nnc(Nc3ccc(Br)cc3)c3ccccc23)cc1S(=O)(=O)N1CCCCC1 | 3.5% | -1.5% | 8.8% | . | . | 1.3% | -2.1% | . | 3.6%
Cc1ccc(-c2cn3c(n2)sc2cc(C(=O)N4CCCCC4)ccc23)cc1 | -15.5% | 5.1% | 32.1% | . | . | 0.6% | -21.2% | . | -32.5%
COc1ccc(Oc2nc3ccccc3nc2C(F)(F)F)cc1 | 13.0% | 0.0% | -23.1% | -3.9 | i | 21.5% | 6.2% | -0.9% | -7.9%
COc1cc(CC(=O)Oc2ccc3c(c2)OCO3)cc(OC)c1OC | 12.0% | 0.3% | -18.8% | 1.6 | i | -9.9% | -7.7% | 4.0% | 1.9%
CCOC(=O)C1CN(S(=O)(=O)c2ccc(OC)cc2)c2ccccc2O1 (stereo not given) | -0.3% | -0.7% | -6.7% | 1.0 | i | 12.3% | -8.0% | 1.7% | -5.8%
Cc1cc(C)c(NC(=O)Cn2c(SCC(=O)NCc3ccccc3)nc3ccccc32)c(C)c1 | -2.6% | -1.0% | . | . | . | -9.7% | -2.4% | . | 1.5%
COc1cccc(-c2nn[nH]n2)c1O | -0.7% | 0.2% | 6.9% | -1.0 | i | 0.9% | ? | 3.0% | 15.1%
